Dyrk1A ADPGlo: blocks rat Dyrk1A kinase activity; Q63470; actives 0.43% (n = 310,000); ADP-Glo luminescence, NFATc1 peptide; inhibition, % at 12.5 µM; in the data active = inhibition above about 50%;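 note: plate controls were vehicle with enzyme for no effect and no enzyme for full effect; many of its hits are not listed in these tables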
hERG rescue: shields human hERG channel from block by proarrhythmic agents. activation (rescue from dofetilide block), less the hit threshold, % at 10 µM. Q12809. AID 1511. CHO-hERG, FluxOR thallium flux, dofetilide IC70 present. actives 0.51% (n = 310,000);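 active = activation above the mean of controls blocked by dofetilide plus 5 SD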;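 note: thallium influx through hERG after potassium depolarization seen as dye fluorescence rise; in these data hits start at about 4.7%; inactives centre near -7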
TRPC4 potent: TRPC4 (mouse) allosteric potentiation | Q9QUQ5 | HEK293 TRPC4beta/mu-opioid, DAMGO EC20, Fluo-4 Ca2+ flux; hits give high values | B-score at 10 µM | actives 0.42% (n = 310,000) | AID 2227;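 active = B-score of calcium response area above 5 SD of library B-scores, with initial fluorescence ratio within 5 SD of library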;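 note: B-score of integrated fluorescence ratio over time as area under calcium response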
Target sequence (Q9QUQ5 whole entry, looked up): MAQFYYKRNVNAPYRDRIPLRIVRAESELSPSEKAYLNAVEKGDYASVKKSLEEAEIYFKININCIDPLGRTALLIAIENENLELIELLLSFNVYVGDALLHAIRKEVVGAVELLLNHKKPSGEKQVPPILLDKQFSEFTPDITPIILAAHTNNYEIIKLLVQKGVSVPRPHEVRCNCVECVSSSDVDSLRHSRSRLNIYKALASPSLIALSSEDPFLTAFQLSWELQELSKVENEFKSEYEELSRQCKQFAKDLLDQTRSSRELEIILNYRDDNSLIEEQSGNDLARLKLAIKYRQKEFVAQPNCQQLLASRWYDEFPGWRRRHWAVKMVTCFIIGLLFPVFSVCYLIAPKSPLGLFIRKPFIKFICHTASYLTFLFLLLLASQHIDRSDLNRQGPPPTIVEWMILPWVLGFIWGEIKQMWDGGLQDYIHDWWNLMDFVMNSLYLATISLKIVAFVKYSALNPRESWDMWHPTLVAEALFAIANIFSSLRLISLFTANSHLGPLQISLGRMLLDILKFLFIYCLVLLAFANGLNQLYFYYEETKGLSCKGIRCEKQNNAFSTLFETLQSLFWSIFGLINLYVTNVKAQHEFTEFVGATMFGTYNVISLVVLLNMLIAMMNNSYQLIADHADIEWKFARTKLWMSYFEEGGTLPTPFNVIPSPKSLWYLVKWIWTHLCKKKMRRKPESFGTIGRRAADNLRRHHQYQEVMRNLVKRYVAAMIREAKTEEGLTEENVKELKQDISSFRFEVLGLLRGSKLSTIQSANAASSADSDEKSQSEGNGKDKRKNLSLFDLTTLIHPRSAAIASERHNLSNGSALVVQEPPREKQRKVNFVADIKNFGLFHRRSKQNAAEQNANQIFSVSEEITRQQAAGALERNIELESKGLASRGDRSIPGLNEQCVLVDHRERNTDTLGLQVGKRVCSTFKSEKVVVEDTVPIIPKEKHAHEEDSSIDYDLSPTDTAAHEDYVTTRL
KCNQ1 block: inhibitors of human KCNQ1 potassium channel | P51787 | CHO-K1 KCNQ1, FluxOR thallium flux fluorescence; hits give high values | B-score at 10 µM | actives 1.3% (n = 310,000) | AID 2642;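 active = compounds whose thallium flux B-score, printed positive for inhibition, exceeds three library SD while starting fluorescence stays within three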;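 note: channel opened by potassium depolarization with thallium stimulus after 20 min compound exposure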
KCNK9 inh: blocks the human KCNK9 two-pore domain potassium channel. Q9NPC2. HEK293 KCNK9, FluxOR thallium flux fluorescence; hits give low values. B-score at 10 µM. actives 1.2% (n = 310,000). AID 488922;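 active = ratio B-score over 3 SD below the library mean, with starting fluorescence within 5 SD of its mean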;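 note: negative B-score means less thallium flux so channel inhibition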
KCNK3 inh: human KCNK3 channel inhibition, primary screen. B-score at 10 µM. O14649. actives 0.84% (n = 340,000). CHO-KCNK3 thallium flux, FluxOR fluorescence; hits give low values;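 active = B-score under library mean minus 4 SD, starting fluorescence ratio at most library mean plus 5 SD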;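 note: more negative B-score means stronger inhibition of thallium flux through KCNK3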
PolyA inh: yeast polyadenylation inhibition. S. cerevisiae SKY197-pL101 polyadenylation reporter, beta-gal luminescence; efflux-impaired pdr1/pdr3 knockout yeast; score 100 = 6 SD above DMSO. calls only at 12 µM. actives 0.02% (n = 300,000). AID 1875;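 active = lowest replicate activity score at least 50, where 100 means six control SD above control mean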;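 note: yeast exposed to compound for 9 h at 30 °C; higher score means more reporter readthrough which indicates perturbed polyadenylation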
TRPC4 act: TRPC4 (mouse) channel activation; Q9QUQ5; HEK293 TRPC4beta/mu-opioid, Fluo4 calcium fluorescence; hits give high values; B-score at 10 µM; actives 0.49% (n = 310,000);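 active = B-score above 5 SD of library B-scores, and initial fluorescence ratio not above library mean plus 5 SD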;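 note: positive B-score marks a calcium rise read as TRPC4 activation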
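Assay system: HEK293 stable line with TRPC4beta plus mu-opioid receptor; schedule: 45 min room-temperature Fluo4 loading, 110 s read; technique: kinetic Fluo4 calcium fluorescence; evaluation: integrated baseline-normalised fluorescence ratio, converted to per-well B score; controls: buffer (low) and maximal DAMGO (high)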
TRPC4 block: blocks the mouse TRPC4 cation channel; HEK293 TRPC4beta/mu-opioid, DAMGO-evoked Fluo4 calcium flux; hits give low values; actives 0.39% (n = 300,000); B-score at 10 µM;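 active = B-score over 3 SD under the library average, no early fluorescence shift, positive overall ratio signal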
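test system = HEK293 cells with stable TRPC4beta plus mu-opioid receptor expression | detection = Fluo4 Ca2+ flux fluorescence | read-out = integrated fluorescence ratio relative to baseline, converted to per-well B score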
KCNQ1 pot: potentiators or activators of human KCNQ1 potassium channel; CHO-K1 KCNQ1, thallium flux FluxOR fluorescence; hits give high values; P51787; actives 0.35% (n = 310,000); AID 2648; B-score at 10 µM;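 active = fluorescence ratio B-score, a plate-corrected score, at least three library SD, with initial intensity B-score within 5 SD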
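System: Stable KCNQ1 CHO-K1 line | Incubation: 90 min dye loading and 20 min compound exposure, both at room temperature | Measure: Ratio B score | Medium: Assay buffer for compound exposure, DMSO matched across wells | Compound dosing: Single-concentration screen | Probe or stimulus: K+/Tl+ depolarizing stimulus | Measured by: Kinetic FluxOR fluorescence, 10 s baseline plus 110 s post-stimulus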
Platelet DG rel: platelet dense granule release activity; human platelet-rich plasma, SFLLRN dense granule ATP release, luminescence; inhibition, %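 (compounds screened at 7.5 µM in platelet-rich plasma)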; actives 0.22% (n = 300,000);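 active = mean replicate score, as percent of positive control, at or above 50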
Numbers without * were called inactive; i = inactive; x = not tested or not shown. Not all compounds are listed; count on the stated rates, not on these rows.

SMILES | Dyrk1A ADPGlo | hERG rescue | TRPC4 potent | KCNQ1 block | KCNK9 inh | KCNK3 inh | PolyA inh | TRPC4 act | TRPC4 block | KCNQ1 pot | Platelet DG rel
COc1ccc(/C=N/NC(=O)CCn2cnc(-c3ccccc3)c2-c2ccccc2)cc1 | 4 | -5 | i | i | i | i | x | i | i | i | 0
COC(=O)c1ccc2c(=O)[nH]c(COC(=O)c3c(-c4ccccc4)noc3C)nc2c1 | 10 | -12 | i | i | i | i | i | i | i | i | 5
O=C(COc1ccc(S(=O)(=O)N2CCOCC2)cc1Cl)N1CCCC1 | -6 | -5 | i | i | i | i | i | i | i | i | 25
COc1ccc(C)cc1NC(=O)NC1CCCCCCC1 | -6 | -5 | i | i | i | i | x | i | i | i | x
CCCC(C)C(=O)Nc1nc(C)c(-c2csc(Nc3cc(OC)ccc3OC)n2)s1 (stereo unspecified) | 2 | -22 | i | i | -18* | i | i | i | i | i | -1
C=CCOc1ccc(NC(=O)C2CC(=O)N(C(C)C)C2)cc1 (stereo unspecified) | -7 | -15 | i | i | i | i | i | i | i | i | 6
COc1ccc(C(C)NC(=S)NCc2ccc(F)cc2)cc1 (stereo unspecified) | x | -16 | i | i | i | i | i | i | i | i | 1
CC1=C(C(=O)Nc2ccc(F)cc2)C(c2ccncc2)C2=C(CCCC2=O)N1 (stereo unspecified) | -4 | -13 | i | i | i | i | i | i | i | i | 8
Cc1cc(C)n2nc(C(=O)N3CCCC(CNS(=O)(=O)c4cccs4)C3)cc2n1 (stereo unspecified) | 2 | -7 | i | i | i | i | i | i | i | i | 8
COc1cc(CN2CCCC(N3CCN(c4ccc(F)cc4)CC3)C2)ccc1F (stereo unspecified) | -7 | 0 | i | i | i | i | i | i | i | i | -7
O=C1c2cccc3cccc(c23)C(=O)N1CCc1ccccc1 | 0 | -3 | i | i | i | -9.6* | i | i | i | i | -3
COc1ccc(CNC(=O)CN2CCN(C(c3ccccc3)c3ccccc3)CC2)cc1 | 3 | -14 | i | i | i | i | i | i | i | i | 0
O=C(COc1ccccc1F)N/N=C1\CCCc2ccccc21 | 3 | -9 | i | i | i | i | i | i | i | i | 5
O=C(NCCc1ccccc1)c1cccc(S(=O)(=O)N2CCCCC2)c1 | -3 | -8 | i | i | i | i | i | i | i | i | -1
O=C(COC(=O)/C=C/c1ccccc1)NCCC1=CCCCC1 | -3 | -10 | i | i | i | i | i | i | i | i | 1
O=C(CSc1nnc(-c2ccco2)o1)N1c2ccccc2CCc2ccccc21 | 0 | -3 | i | i | i | i | i | i | i | i | 2
C=CCn1c(SCC(=O)NCC2CCCO2)nnc1-c1ccccc1 (stereo unspecified) | 0 | -1 | i | i | i | i | i | i | i | i | 6
Nc1ncn(-c2ncc(C(F)(F)F)cc2Cl)n1 | -4 | -1 | i | i | i | i | i | i | i | i | -1
COC(=O)c1ccc2c(c1)NC(=O)C(N1CCOCC1)S2 (stereo unspecified) | -5 | -7 | i | i | i | i | i | i | i | i | -3
O=C1C(=O)N(C/C=C/c2ccccc2)c2ccccc21 | 5 | -2 | i | i | i | i | i | i | i | i | 14
COc1ccc2oc(C(=O)N(C)Cc3ccc(OC(F)F)cc3)c(C)c2c1 | 7 | -10 | i | i | i | i | i | i | i | i | -8
CC(=O)N[C@@H](Cc1c[nH]c2ccccc12)C(=O)NCc1ccccc1 | -3 | 3 | i | i | i | i | i | i | i | i | -2
N#CC1(NC(=O)COC(=O)c2nc(Cl)c(Cl)c(N)c2Cl)CCCCC1 | 8 | -11 | i | i | i | i | i | i | i | i | 24
COc1ccc(N(C(=O)c2snc(C(N)=O)c2N)C(C(=O)NC2CCCC2)c2ccco2)cc1OC (stereo unspecified) | 13 | -8 | i | i | i | i | i | i | i | i | 3
CCN(CCCCCCN)c1ccc2c(=O)[nH][nH]c(=O)c2c1 | 1 | -9 | i | i | i | i | i | i | i | i | -1
SMILES | Dyrk1A ADPGlo | hERG rescue | TRPC4 potent | KCNQ1 block | KCNK9 inh | KCNK3 inh | PolyA inh | TRPC4 act | TRPC4 block | KCNQ1 pot | Platelet DG rel
O=C(NCCNc1ccc([N+](=O)[O-])cc1)c1ccccc1F | 6 | -4 | i | i | i | i | i | i | i | i | -6
CCOc1ccc(CCNC(=O)CCNC(=O)c2ccc(Br)cc2)cc1OCC | -1 | -9 | i | i | i | i | i | i | i | i | -2
O=C(CCC(=O)N1CCCC1)Nc1nnc(C(F)(F)F)s1 | 9 | -5 | i | i | i | i | i | i | i | i | -2
O=c1c2ccccc2nnn1Cc1ccccn1 | -1 | -5 | i | i | i | i | i | i | i | i | 1
COc1cc([C@@H]2c3cc4c(cc3[C@@H](O)[C@@H](CO)[C@@H]2CO)OCO4)cc(OC)c1O[Si](C)(C)C(C)(C)C | x | -6 | i | i | i | x | i | i | i | i | -1
CCOC(=O)/C(C#N)=C/c1c(N2CCN(c3ccccc3)CC2)nc2c(C)cccn2c1=O | 0 | -5 | i | i | i | i | i | i | i | i | -7
Cc1cc(C)cc(C(=O)Nc2c3c(nn2C(C)(C)C)CS(=O)(=O)C3)c1 | -1 | -5 | i | i | i | i | i | i | i | i | -15
O=C(COC(=O)CNC(=O)c1ccc(-c2ccccc2)cc1)NCc1ccco1 | x | -14 | i | i | i | i | i | i | i | i | -18
CC(C)c1cccc(OCCCCN(C)C)c1 | 3 | -6 | 17* | i | i | i | i | i | i | i | 8
Cc1ccc2oc(=O)c3cnn(CC(=O)N4CCCCC4C)c3c2c1 (stereo unspecified) | 4 | -11 | i | i | i | i | i | i | i | i | 0
CCOC(=O)C1CCCN(C(=O)c2cc(Nc3ccc(OC)c(OC)c3)nc3ccccc23)C1 (stereo unspecified) | -1 | -7 | i | i | i | i | i | i | i | i | 1
COc1ccccc1C(CNC(=O)c1cccc(NS(=O)(=O)c2ccc(C)c(F)c2)c1)N1CCCC1 (stereo unspecified) | 10 | -15 | i | i | i | i | i | i | i | i | -10
O=C(CSc1nnc(NC(=O)c2ccco2)s1)Nc1ccc(F)cc1F | -3 | -11 | i | i | i | i | i | i | i | i | 3
CC(c1ccccc1)C1CC(=O)N(c2ccc([N+](=O)[O-])cc2)C1=O (stereo unspecified) | x | -5 | i | i | i | i | i | i | i | i | 0
COc1cccc(CN2CCN(Cc3nc(C(C)C)cs3)CC2CCO)c1 (stereo unspecified) | 3 | -7 | i | i | i | i | i | i | i | i | -2
CSc1nc(-c2ccco2)nn1C(=O)c1cccs1 | -4 | -4 | i | i | i | i | i | i | i | i | 0
CC(CCc1ccccc1)N(C)CC(O)c1cccc([N+](=O)[O-])c1 (stereo unspecified) | 5 | -17 | i | i | i | i | i | i | i | i | 4
CCCc1nc2ccc(NC(=O)c3cccs3)cc2c(=O)n1Cc1ccccc1Cl | -9 | -6 | i | i | -6.8* | i | i | i | i | i | -14
Oc1[nH]c2ccccc2c1N=Nc1c(F)c(F)c(C(F)(F)F)c(F)c1F | -10 | -4 | i | i | i | i | i | i | i | i | 8
CC(=O)N1CCN(CCN=CC2=C(O)CC(c3ccc(Cl)cc3)CC2=O)CC1 (stereo unspecified) | 0 | -3 | i | i | i | i | i | i | i | i | -1
Cc1ccc(C2C3=C(CC(C)(C)CC3=O)Nc3onc(C)c32)cc1 (stereo unspecified) | 3 | -9 | i | i | i | i | i | i | i | i | 3
CCc1ccc(Nc2cc(C(=O)NCCCN3CCOCC3)c3ccccc3n2)cc1 | 8 | -12 | i | i | i | i | i | i | i | i | -20
O=C(NC1CCCC1)C(c1cccnc1)N(C(=O)c1csnn1)c1ccccc1Cl (stereo unspecified) | -5 | -7 | i | i | i | i | i | i | i | i | x
O=[N+]([O-])c1cccc(S(=O)(=O)N2CCCCC2)c1 | 2 | -6 | i | i | i | i | i | i | i | i | 3
CCc1nc2cccnc2n1-c1ccc(CC(=O)NC(C)CC)cc1 (stereo unspecified) | 10 | -2 | i | i | i | i | i | i | i | i | 3
SMILES | Dyrk1A ADPGlo | hERG rescue | TRPC4 potent | KCNQ1 block | KCNK9 inh | KCNK3 inh | PolyA inh | TRPC4 act | TRPC4 block | KCNQ1 pot | Platelet DG rel
COCCNC(=O)c1ccc2c3n(nc2c1)-c1ccc(C)cc1CO3 | 3 | -8 | i | i | i | i | i | i | i | i | 11
Cc1ccc(NC(=O)[C@@H]2CCCN2S(=O)(=O)c2ccccc2F)cc1 | 5 | -9 | i | i | i | i | i | i | i | i | 0
CCc1cnccc1CCC(=O)Nc1ccccc1C | -3 | -8 | i | i | i | i | i | i | i | i | 12
COc1ccc(NC(=O)Cc2ccccc2F)cn1 | x | -15 | i | i | i | i | i | i | i | i | -17
COc1cc(C=NCC2OCCc3ccccc32)cc(OC)c1 (stereo unspecified) | 5 | -5 | i | i | i | i | i | i | i | i | -6
COc1nnc(-c2ccc(N3CCOCC3)c(NC(=O)c3ccco3)c2)c2ccccc12 | 2 | -12 | i | i | i | i | i | i | i | i | -4
Cc1cc(Cl)ccc1OCC(=O)N/N=C1\CCCc2ccccc21 | -5 | -5 | i | i | i | i | i | i | i | i | 3
CCOC(=O)CC(=O)CSc1nc2c(cc1C#N)CCCCC2 | -4 | -4 | i | i | i | i | i | i | i | i | -7
CCOC(=O)N1CCC(C(=O)NNC(=O)c2ccc(Cl)cc2Cl)CC1 | -6 | -5 | i | i | i | i | i | i | i | i | 2
CC(C)(C)c1ccccc1OCC(O)CN1CCN(c2ccccn2)CC1 (stereo unspecified) | 11 | -8 | i | i | i | i | i | i | i | i | 1
COc1cc(NC(=O)C2CC(=O)N(CCc3ccccc3)C2)cc(OC)c1 (stereo unspecified) | -8 | -16 | i | i | i | i | i | i | i | i | -5

Fetched by compound from the entries so far, 5 records:
SMILES | Dyrk1A ADPGlo | hERG rescue | TRPC4 potent | KCNQ1 block | KCNK9 inh | KCNK3 inh | PolyA inh | TRPC4 act | TRPC4 block | KCNQ1 pot | Platelet DG rel
CCc1cnccc1CCC(=O)Nc1ccccc1C | -3 | -8 | i | i | i | i | i | i | i | i | 12
Cc1cc(Cl)ccc1OCC(=O)N/N=C1\CCCc2ccccc21 | -5 | -5 | i | i | i | i | i | i | i | i | 3
COc1cc(NC(=O)C2CC(=O)N(CCc3ccccc3)C2)cc(OC)c1 (stereo unspecified) | -8 | -16 | i | i | i | i | i | i | i | i | -5
COCCNC(=O)c1ccc2c3n(nc2c1)-c1ccc(C)cc1CO3 | 3 | -8 | i | i | i | i | i | i | i | i | 11
CCOC(=O)CC(=O)CSc1nc2c(cc1C#N)CCCCC2 | -4 | -4 | i | i | i | i | i | i | i | i | -7

Compound activity from PubChem.
